Assay outcomes from PubChem BioAssay.
D1 allo mod: D1 CRE-luciferase signal change, two-sided – cell-based, HEK293 D1, dopamine EC30, D1 allosteric modulator project, primary screen. dopamine EC30 potentiation; actives deviate in either direction. AID 641, 2007. D(1A) dopamine receptor (Homo sapiens), P21728. B-score at 10 µM. 58,000 tested, 5.9% active;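 active = luminescence count or its row- and column-corrected plate score outside the 99.7% band of the plate's sample wells, on either side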
DUSP1 inh: MKP-1 phosphatase inhibitors, primary screen, biochemical, in vitro | recombinant MKP-1, OMFP hydrolysis fluorescence | AID 374, 2006 | 65,000 tested, 0.15% active | inhibition, %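 (compounds tested at a single concentration somewhere between 10 and 100 µM)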 | Dual specificity protein phosphatase 1 (Homo sapiens), P28562;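 active = inhibition above about 50%, limit read from the data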;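 also: 0% = DMSO max control wells and 100% = wells with enzyme stopped by NaOH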
Cdc25B inh: inhibitors of Cdc25B phosphatase catalytic domain, primary screen, biochemical, OMFP fluorescence; 65,000 tested, 0.1% active; AID 368, 2006; inhibition, %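 (compounds tested at 10 µM final in the well)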; recombinant Cdc25B, OMFP fluorescence Ex485/Em525; in the data active = inhibition above about 50%
Hsp90 block: tumor Hsp90 inhibitors, primary screen, cell lysate, fluorescence polarization, NCI-N417 lysate; 64,000 tested, 0.35% active; inhibition, % at 30 µM; Cy3B-geldanamycin FP displacement; AID 429, 2006; Heat shock protein HSP 90-alpha (Homo sapiens), P07900;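 active = inhibition above 50%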;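 also: 0% = tracer plus lysate wells and 100% = tracer alone without lysate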
RORA act: activators of orphan receptor RORA, primary screen, cell-based, luminescence. Nuclear receptor ROR-alpha (Homo sapiens), P35398. CHO-K1 Gal4-RORA LBD luciferase reporter; percent increase over mock-subtracted basal signal. AID 560, 2006. activation, % at 10 µM. 65,000 tested, 1.5% active;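 active = activation above the mean of all tested compounds plus 3 SD, cut at about 49% in these data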;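 also: 0% = DMSO-treated RORA cells and 100% = added signal equal to DMSO minus mock-transfected cells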
SF-1 act: activators of human SF-1, primary screen, cell-based, CHO-K1, Gal4-SF-1 LBD, luciferase luminescence; 65,000 tested, 1.9% active; CHO-K1 Gal4-SF-1 LBD luciferase reporter; % increase over DMSO SF-1-specific signal; activation, % at 10 µM; Steroidogenic factor 1 (Homo sapiens), Q13285;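 active = activation above the mean activation of all tested compounds plus 3 SD, cut at about 50% in these data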
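Assay system: CHO-K1 cells co-transfected with Gal4 DBD–human SF-1 LBD, 5xGal4 luciferase reporter / Input: 4,000 cells per well / Incubation: 20 h compound exposure at 37 °C after 1 h cell settling / Detection: SteadyLite luciferase luminescence / Control set: DMSO negative control and −SF1 background wells / Replication: one test per compound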
HER2 expr 66K: inhibitors of Her2 protein expression, primary screen, SKBR-3 cells, AlphaScreen, 66K library. SKBR-3 HER2 protein level, 18-24 h; active compounds read low. 65,000 tested, 0.69% active. AID 645, 2007. Receptor tyrosine-protein kinase erbB-2 (Homo sapiens), P04626. HER2 level % of control, % at 10 µM;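 active = HER2 level under 5% of the carrier-only control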;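 also: 100% = DMSO carrier and 0% = 500 nM PU-H71 HSP90 inhibitor; lower value means stronger loss of Her2 protein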
TNAP act DEA: human TNAP enzyme activators, primary screen, biochemical, luminescent, intermediate phosphate acceptor level | AID 813, 2007 | purified TNAP, CDP-star luminescence, 100 mM DEA, 30 min; active compounds read high; scale: 0 levamisole-inhibited, 1 vehicle-only enzyme | activation factor at 20 µM | 64,000 tested, under 10 active;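 active = activation factor of at least 2 at 20 µM, relative to controls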
FXIIa inh mix: human factor XIIa inhibitors, primary screen, biochemical, pooled compound mixtures, fluorogenic substrate | 62,000 tested, 0.2% active | AID 684, 2007 | purified FXIIa | Coagulation factor XII (Homo sapiens), P00748 | inhibition, % at 5 µM; in the data active = inhibition above about 20%, passing the limit was not always enough;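 also: 0% = enzyme without compound and 100% = no enzyme blank; some results filed as inactive read as strong as hits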
Target sequence (P00748 20-372 limits assumed): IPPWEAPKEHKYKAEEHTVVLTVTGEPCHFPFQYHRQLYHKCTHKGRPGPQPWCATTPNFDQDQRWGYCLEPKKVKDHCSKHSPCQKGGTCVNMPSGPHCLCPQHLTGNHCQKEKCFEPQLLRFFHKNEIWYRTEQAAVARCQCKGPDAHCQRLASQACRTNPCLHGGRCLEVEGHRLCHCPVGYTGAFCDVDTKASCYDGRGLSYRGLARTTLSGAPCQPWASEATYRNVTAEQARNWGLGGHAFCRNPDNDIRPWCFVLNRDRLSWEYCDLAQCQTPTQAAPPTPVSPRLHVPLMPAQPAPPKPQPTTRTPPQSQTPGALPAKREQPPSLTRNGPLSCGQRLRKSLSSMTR
Target sequence (P00748 373-615 limits assumed): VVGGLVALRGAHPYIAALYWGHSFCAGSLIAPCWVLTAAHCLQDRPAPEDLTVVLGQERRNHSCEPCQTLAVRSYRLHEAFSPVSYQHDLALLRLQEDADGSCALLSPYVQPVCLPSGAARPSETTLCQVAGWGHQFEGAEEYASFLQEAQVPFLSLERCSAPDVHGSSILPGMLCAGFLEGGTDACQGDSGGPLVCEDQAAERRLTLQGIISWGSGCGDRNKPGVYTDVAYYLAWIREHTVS
Starred values were filed as active, the others as inactive; nt = not tested or not shown.

structure	FXIIa inh mix	SF-1 act	Cdc25B inh	D1 allo mod	Hsp90 block	HER2 expr 66K	TNAP act DEA	RORA act	DUSP1 inh
COc1ccc(C2=CC(c3cccc(OC)c3)n3nnnc3N2)cc1 (configuration not stated)	nt	16	18	1.9	-3	76	0.9	-9	-10
N#C/C(=C/c1ccc(N2CCCCCC2)o1)c1ccc(F)cc1	-17	-19	4	0.037	-1	-14*	0.8	-62	-8
Cc1cccc(-n2c(Cc3ccccc3)nnc2SCC(=O)N2CCOCC2)c1	-1	-15	-12	0.036	-2	97	1	-2	4
CCOC(=O)c1cc2c(C(F)(F)F)cc(-c3cccnc3)nc2o1	9	2	-3	5.3*	-2	113	1	-15	1
CCOC(=O)c1[nH]c(C)c(C(=O)N2CCN(C(=O)c3ccco3)CC2)c1C	-2	2	-5	0.89	-1	81	0.9	-4	-4
O=C(CSc1ccc2nnc(-c3ccccn3)n2n1)NCc1ccc2c(c1)OCO2	-17	-8	1	-0.37	-3	84	1	-15	6
CN(CC(=O)NCc1ccc(F)cc1)S(=O)(=O)c1cccc2nsnc12	8	-11	-11	0.98	-2	78	1	17	-11
O=C(C1CCCCC1)N1CCCC(c2nc(-c3ccc(F)cc3)no2)C1 (configuration not stated)	3	-11	-6	1.2	-4	132	1	-4	13
Cc1ccc(S(=O)(=O)NCc2ccco2)c(C)c1C	1	-6	-4	-2	-4	97	1	-12	-29
CC(=O)c1c(O)cc(C)n(Nc2nc(C)cc(C)n2)c1=O	12	10	4	-0.14	28	97	1	19	-1
NC(=O)C1CCN(C(=O)c2cnn(-c3ccccc3)c2NC(=O)c2ccco2)CC1	7	1	9	-0.44	-2	94	0.9	-4	13
COc1ccc(S(=O)(=O)N2CCCC(C(=O)Nc3cccc(C(C)=O)c3)C2)cc1 (configuration not stated)	9	2	-6	-1.2	-3	83	0.9	-20	13
COCCn1c(SCC(=O)NCC2CCCO2)nc2c(c1=O)SC(C)C2 (configuration not stated)	7	-34	-11	-0.8	0	107	1	17	-5
CCOC(=O)CN(C(=O)CSc1nnc(-c2ccc(OC)c(OC)c2)o1)c1ccccc1	8	-3	4	nt	0	87	0.8	-6	8
Cc1cccc(NC(=O)CSc2nnc(Cn3nnc(-c4ccccc4)n3)n2-c2ccccc2)c1	5	-18	1	0.084	-1	60	1	18	-2
COc1ccc(-n2c(Cc3cccn3C)nnc2SCC(=O)N2CCCc3ccccc32)cc1	7	18	-21	0.43	-7	76	0.9	12	24
O=C(O)c1ccccc1SCC(=O)N1CCCCC1	2	27	-6	-0.18	0	52	0.9	-7	0
O=C(c1cccnc1)N1CCN(C(=O)c2ccccc2F)CC1	4	11	-9	-0.54	-2	124	0.9	7	2
Cn1c(=O)cc(SCC(=O)N2CCCC2)c2ccccc21	2	1	-9	-0.44	1	85	0.7	10	4
Cc1cc(NCCCCO)n2c(nc3ccccc32)c1C#N	nt	16	0	2.4	2	65	nt	1	-20
Cc1nc(CC(=O)c2c(C)cc(O)cc2O)cs1	5	-1	-12	-1.8	-2	102	1	-11	6
O=S(=O)(c1cccc(-c2nnc(SC(F)F)n2-c2ccccc2)c1)N1CCCCC1	-21	4	10	-0.11	-1	83	1	-5	22
CCCOc1ccc(C2C(=O)N(C3CCCCC3)CC(=O)N2CCCOCC)cc1OC (configuration not stated)	19	5	-6	1.1	3	102	0.9	6	26
CC1N=C2c3ccccc3N=C(SCc3cc(=O)n4cc(Cl)ccc4n3)N2C1=O (configuration not stated)	6	-1	2	4.2*	-1	65	0.9	-5	11
Cc1occc1C(=O)NCCCCNC(=O)c1ccoc1C	6	5	-6	-0.3	-3	113	0.9	-20	0
O=C(O)CCS(=O)(=O)Cc1cccc(Cl)c1	3	6	2	-1.1	-3	110	0.8	-6	23
Cn1c(Cn2nnc3ccccc32)nnc1SCC(=O)Nc1ccc2c(c1)OCO2	-13	10	-3	-0.3	-1	79	0.9	2	-10
CN1CCCC(OC(=O)COc2ccc(Br)cc2)C1 (configuration not stated)	4	-2	-6	-0.47	-3	86	0.9	27	-1
CCOC(=O)CSc1nnc(CNC(=O)c2cc(OCC)c(OCC)c(OCC)c2)n1C	0	-4	-14	0.28	-1	80	1	-5	2
CCOC(=O)C1C(=O)NC(N2CCN(Cc3ccccc3)CC2)=NC1c1ccco1 (configuration not stated)	-17	-1	1	1.4	0	108	0.9	0	-14

Of the compounds above, two contain a Cl atom:
structure	FXIIa inh mix	SF-1 act	Cdc25B inh	D1 allo mod	Hsp90 block	HER2 expr 66K	TNAP act DEA	RORA act	DUSP1 inh
CC1N=C2c3ccccc3N=C(SCc3cc(=O)n4cc(Cl)ccc4n3)N2C1=O (configuration not stated)	6	-1	2	4.2*	-1	65	0.9	-5	11
O=C(O)CCS(=O)(=O)Cc1cccc(Cl)c1	3	6	2	-1.1	-3	110	0.8	-6	23

Other results.
structure	FXIIa inh mix	SF-1 act	Cdc25B inh	D1 allo mod	Hsp90 block	HER2 expr 66K	TNAP act DEA	RORA act	DUSP1 inh
O=C(Nc1nc2ccc(S(=O)(=O)N3CCCC3)cc2s1)c1cccs1	-12	37	0	0.32	-5	103	0.9	52*	-7
O=C(CCC(=O)OCCCC(F)(F)C(F)(F)F)NC1CCCCC1	2	1	-10	-0.072	-2	86	0.9	-16	-1
CCN(c1ccccc1)S(=O)(=O)c1ccc2[nH]cc(C(=O)N3CCOCC3)c(=O)c2c1	0	7	1	nt	1	68	0.9	2	15
O=C(Nn1cnnc1)c1cc(-c2ccccn2)nc2ccccc12	-3	4	-8	-0.52	-6	131	0.9	9	26
Nc1nc(-c2ccccc2)cc(C(F)(F)F)n1	-1	14	-18	27*	1	99	1	-13	15
Cc1nnc2n(Cc3ccccc3)c(=O)c3c4c(sc3n12)COC(C)(C)C4	7	0	-1	4.1	-2	90	1	-23	-24
O=C(CSc1nnc2scc(-c3ccccc3)n12)Nc1ccc2c(c1)OCCO2	2	-5	0	1.4	2	96	0.9	-20	6
CCOC(=O)c1ccc(NC(=O)CSc2nnc(COc3ccccc3)n2C)cc1	2	4	7	0.16	-1	152	0.9	4	12
Clc1ccccc1OCCn1cnc2ccccc21	-1	-8	-13	0.015	1	103	0.9	51*	-2
CCOC(=O)CSc1nc2cc3c(cc2cc1C#N)OCO3	8	66*	3	0.23	-5	107	0.9	48	-10
CCOC(=O)C1C(=O)Nc2nc3ccccc3n2C1C(C)C (configuration not stated)	45	-8	-4	0.52	3	83	0.1	-16	-6
COc1nnnc2c1sc1nc(N3CCOCC3)c3c(c12)CC(C)(C)OC3	nt	-3	0	nt	-1	79	0.9	-12	-21
O=C(COC(=O)Cn1[nH]c(=O)c2ccccc2c1=O)Nc1ccc2c(c1)OCO2	1	8	1	0.44	-1	95	0.9	-14	-8
COc1cccc(CNC(=O)C2CCN(S(=O)(=O)c3cnc[nH]3)CC2)c1	1	-4	7	-0.89	-1	145	0.9	-6	-4
O=C(CSc1nnc(-c2cccs2)n1-c1ccccc1)N1CCN(C(=O)c2ccco2)CC1	5	5	-10	0.25	-2	104	0.9	-5	26
CCc1cc(=O)oc2cc(OCC(=O)O)c(Cl)cc12	3	3	-11	0.38	-3	125	0.9	1	5
CC1=CC(C)(C)N=C(Nc2ccc(C)cc2)S1	-2	22	-16	nt	-4	102	0.9	3	-2
c1ccc(CN2CCC3(CC2)Nc2ccccc2CO3)cc1	9	10	-7	-1.2	-1	120	0.9	-10	2
COc1ccc(N2CCN(C(=O)CSc3nnc(-c4ccc5[nH]c(C)c(C)c5c4)o3)CC2)cc1	6	27	1	1.2	1	98	1	6	-10
COC(=O)c1ccc(CNC(=O)CNc2cc(C(F)(F)F)ccc2N2CCOCC2)cc1	7	4	-9	1.6	-1	46	0.9	-6	20
CC(C)Oc1ccc(C2CNC(=O)C2)cc1 (configuration not stated)	1	0	3	nt	5	90	1	14	-4
CC(=O)c1cccc(NC(=O)C2CCN(S(C)(=O)=O)CC2)c1	5	-20	-6	0.23	-3	102	1	-16	2
O=C(Nc1cccc(Cl)c1)N1CCN(c2ncccn2)CC1	4	10	-15	-0.6	-3	85	0.9	-3	-3
COc1ccc2[nH]c3c(=O)n(Cc4ccco4)cnc3c2c1	2	33	0	0.87	-2	86	0.9	18	-16
COc1cccc(-c2nc(NCc3ccco3)c3ccccc3n2)c1O	nt	-8	-20	nt	-3	10	0.9	-4	-10
COc1cccc(C(=O)CSc2nnc(-c3cc(OC)c(OC)c(OC)c3)o2)c1	3	-1	-16	0.022	-3	105	1	-7	27
COc1cc2[nH]c(=O)n(CCCCCC(=O)N3CCN(c4ccccc4)CC3)c(=O)c2cc1OC	3	1	nt	nt	nt	131	1	3	nt
Cc1cc2n(n1)C(c1ccc(O)cc1)Nc1ccccc1-2 (configuration not stated)	7	-12	3	0.0061	-3	81	0.9	-14	28
O=P(O)(CN1CCCCCC1)CN1CCCCCC1	4	2	-15	0.52	-2	117	0.8	-1	-4
CC12CC(c3ccccc3O1)C(C(=O)N1CCOCC1)C(=O)N2 (configuration not stated)	-17	-10	-5	3.3*	-3	110	0.9	6	5
